# LGR2 antag = inhibitors of bursicon-induced Drosophila LGR2 receptor cAMP signaling | AID 720647 | HEK293 LGR2, CRE-luciferase, bursicon-stimulated, 4 h | inhibition, % at 9.99 µM | 380,000 compounds, 0.35% hits;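 active means drop in luminescence signal, shown as inhibition above about 50% in the replicate tests, limit read from the data, passing the limit was not always enough; inconclusive means probably only some replicates passing the limit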;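 further: agonist challenge used bursicon conditioned medium at about half maximal strength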
# DENV2 CPE = inhibitors of DENV2 cytopathic effect; DENV2-infected cells, cytopathic effect rescue, plate reader; CPE inhibition, % at 9.99 µM; 350,000 compounds, 1.7% hits; AID 651640; in the data active means CPE inhibition above about 20%, passing the limit was not always enough; inconclusive means no clear call, values can overlap the other calls; tested in BHK-21 cells;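 further: 0% = median of neutral control wells and 100% = median of positive control wells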
# PAX8 reporter = lowers PAX8-driven luciferase in RMG-I cells | RMG-I TPO-luciferase reporter, SteadyGlo, 24 h | inhibition, % at 12.6 µM | 360,000 compounds, 1.2% hits | AID 652154;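 active means mean replicate inhibition at least 60% with every replicate also reaching 60%; inconclusive means only one of the two criteria is met; inactive means mean below 60% and not all replicates reaching 60%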;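 further: luciferase light reporting Pax8 driven TPO promoter activity; plate controls were median of neutral control wells for no effect and mitoxantrone controls for full effect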
# ARNT TACC3 PPI = disruptors of human ARNT/TACC3 interaction; 390,000 compounds, 0.66% hits; AID 623870; AlphaScreen His-ARNT PAS-B/GST-TACC3 binding, luminescence; TACC3 fragment carries E629A point mutation; inhibition, % at 9.99 µM; Q9Y6A5;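 active means mean inhibition of replicates at least 50% and at least half of replicates each reaching 50%; inconclusive means half or more replicates reach 50% but mean below 50%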;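 further: 0% = complete ARNT plus TACC3 wells and 100% = ARNT alone without TACC3; many hits fall short of the cut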
# Casp6 inh = blocks human caspase-6 cleavage activity; P55212; purified caspase-6, Z-VEID-R110 cleavage fluorescence; inhibition, % at 12.5 µM; 350,000 compounds, 0.53% hits; AID 686996;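 active means mean inhibition across replicates at least about 35%, with every replicate also reaching that limit, limit read from the data; inconclusive means only one of the two criteria met; inactive means neither criterion met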;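 further: 0% = median of neutral control wells and 100% = no fluorescence left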
# Target sequence (P55212 24-179 limits assumed): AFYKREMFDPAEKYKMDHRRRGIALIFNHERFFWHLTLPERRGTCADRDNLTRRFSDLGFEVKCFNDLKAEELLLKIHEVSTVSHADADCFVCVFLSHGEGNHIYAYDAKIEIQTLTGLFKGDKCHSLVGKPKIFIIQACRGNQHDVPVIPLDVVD
# Target sequence (P55212 194-293 limits assumed): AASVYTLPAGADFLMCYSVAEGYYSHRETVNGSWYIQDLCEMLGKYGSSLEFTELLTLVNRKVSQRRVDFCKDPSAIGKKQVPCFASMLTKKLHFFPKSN
# SIRT5 block = inhibitors of human sirtuin-5 desuccinylase; Purified SirT5, succinyl-peptide AMC, trypsin-coupled fluorescence; inhibition, % at 15 µM; 330,000 compounds, 1.1% hits; in the data active means inhibition above about 15%; inconclusive means no clear call, values can overlap the other calls
# Target sequence (Q9NXA8 whole entry, looked up): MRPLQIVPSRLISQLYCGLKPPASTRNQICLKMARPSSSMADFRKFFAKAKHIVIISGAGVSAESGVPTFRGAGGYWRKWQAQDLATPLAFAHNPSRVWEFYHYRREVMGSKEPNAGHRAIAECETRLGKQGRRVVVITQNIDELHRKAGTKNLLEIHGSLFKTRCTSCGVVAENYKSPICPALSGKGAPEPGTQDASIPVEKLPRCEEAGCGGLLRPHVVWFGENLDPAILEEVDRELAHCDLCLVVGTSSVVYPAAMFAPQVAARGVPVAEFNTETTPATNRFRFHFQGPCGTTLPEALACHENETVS
# EWS-Fli block = EWS/Fli transcriptional activity inhibition | A673 NR0B1-luciferase reporter, viability-normalised | inhibition, % at 12.6 µM | 350,000 compounds, 0.67% hits;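 active means mean inhibition of at least 50% after viability correction, with every replicate also passing that limit; inconclusive means mean reaches 50% but only one of two replicates passes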;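 further: firefly luciferase signal divided by Alamar Blue viability fluorescence both relative to DMSO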
# * marks the source's active call; other numbers are inactive results; u = inconclusive; x = no result given; & = joins results of further samples.
mol	LGR2 antag	DENV2 CPE	PAX8 reporter	ARNT TACC3 PPI	Casp6 inh	SIRT5 block	EWS-Fli block
COc1ccc(-c2nc3ccc(Cl)cn3c2CC(C)(C)C)cc1OC	-4	5	0	x	-1	-5	7
CC(=O)N1CCCCN2[C@@H](CO)[C@@H](c3ccc(-c4ccc(C)cc4)cc3)[C@@H]2C1	4	-15	1	18	-2	0	x
Nc1c(N(CCC2=CCCCC2)C(=O)Cc2ccc(F)cc2)c(=O)[nH]c(=O)n1Cc1ccccc1	-6	-4	9	-7	-4	2	4
c1ccc(-c2c[n+]3c(n2-c2ccccc2)SCC3)cc1	-2	0	25	x	2	-1	3
Cc1cc(NC(=O)CCOc2ccc(F)cc2)no1	-18	5	3	-5	-2	1	16
O=S1(=O)N(Cc2ccccc2F)CCCN1Cc1c(F)cccc1Cl	0	-4	-8	-4	0	-1	3
COc1ccc2c3c(n(C)c2c1)[C@H](CO)N(C(=O)c1cnccn1)CC31CN(C(=O)c2ccncc2)C1	3	-1	x	x	x	x	-6
CCOC(=O)N=Nc1c(O)n(C)c2ccccc12	4	10	29	0	0	2	8
CCC(=O)N(C)C[C@H]1Oc2cc(C#Cc3cccnc3)ccc2S(=O)(=O)N([C@@H](C)CO)C[C@@H]1C	-11	0	-28	-4	-2	2	-8
Cc1noc(C)c1NC(=O)Nc1ccc2c(c1)C(=O)N([C@@H](C)CO)C[C@H](C)[C@@H](CN(C)S(=O)(=O)c1cn(C)cn1)O2	11	-2	x	0	-1	-1	-3
COc1cc(C2c3c(oc4ccccc4c3=O)C(=O)N2c2nccs2)ccc1O (configuration not stated)	5	x	3	-5	-1	10	9
CC(C)CN(C)C(=O)CCc1nnc(Cc2cccc(C(F)(F)F)c2)o1	-56	4	-106	-1	5	-4	-67
C[C@@H]1CN([C@@H](C)CO)C(=O)c2cc(NC(=O)C3CCCCC3)ccc2O[C@H]1CN(C)Cc1ccc(C(=O)O)cc1	8	3	x	0	0	0	-2
COc1ccc2c3c(n(C)c2c1)[C@@H](CO)N(Cc1cc(F)ccc1F)CC31CN(C(C)=O)C1	-11	18	23	x	3	-4	0
Cc1ccc(S(=O)(=O)Cn2nnnc2C(C(C)C)N2CCC(O)CC2)cc1 (configuration not stated)	16	8	8	-7	2	0	-3
Cc1cc(NC(=O)C2CC(=O)N(c3ccccc3)C2)no1 (configuration not stated)	14	x	17	-6	x	x	x
Cc1cccc(CN(C)C[C@H]2OCc3cn(nn3)CCCC(=O)N([C@H](C)CO)C[C@H]2C)c1	0	1	x	-5	-1	-7	0
O=C(NCCS(=O)(=O)N1CCC2(CC1)OCCO2)c1ccc(F)cc1	-12	0	11	2	-3	-3	-4
O=C(Nc1ccc(S(=O)(=O)NC2=NCCCCC2)cc1)c1ccc([N+](=O)[O-])s1	16	4	95*	4	8	-1	59*
COC(=O)C[C@@H]1OC[C@H](Cc2ccccc2)N1S(=O)(=O)c1ccc(C)cc1	17	21*	-3	x	-1	0	3
COCCN(C(=S)Nc1ccccc1C)C(C)c1ccco1 (configuration not stated)	1	2	-24	-11	4	-1	3
CC1C=CCC2C(=O)N(c3cccc(C(=O)Nc4ccc(F)cc4)c3)C(=O)C12 (configuration not stated)	2	2	10	2	3	-2	3
N#Cc1cccc(-c2ccc(C3[C@H]4CNC[C@@H]3N4S(=O)(=O)c3ccc(-c4ccccc4)cc3)cc2)c1 (some centres not stated)	-20&-12	-4&-2	-5&-13	x	1	-11	-8&4
CC(/C=N/NC(=O)c1cc(C(C)C)[nH]n1)=C\c1ccccc1	-32	1	-9	30	-4	-7	6
Cc1ccc2cc(CN(Cc3cccs3)Cc3nnnn3CC3CCCO3)c(=O)[nH]c2c1 (configuration not stated)	-4	3	x	2	2	-1	-2
Cc1cc(-n2c(C)cc(C(=O)CN3C(=O)C(=O)N(C)C3=O)c2C)no1	17	-7	-3	3	0	-3	-3
O=C(CN1CCN(c2cnn(-c3ccccc3)c(=O)c2Cl)CC1)NC1CCS(=O)(=O)C1 (configuration not stated)	14	1	-1	1	-2	-1	-2
Cc1ccc(C(=O)Nc2ncn[nH]2)cc1	8	2	-3	8	-5	4	-9
NC(=O)c1cc(S(=O)(=O)NCc2ccc(Br)cc2)cs1	3	6	11	-1	2	-2	-5
Cn1cc([N+](=O)[O-])c(C(=O)Nc2ccc(C(=O)N3CCCCC3)cc2)n1	12	39*	31	1	-1	-5	-19
COc1ccccc1NS(=O)(=O)c1cc(NC(=O)c2ccncc2)ccc1N1CCOCC1	2	x	-9	5	x	x	8
N/C(=N\OC(=O)N1c2ccccc2Sc2ccccc21)c1ccc(Br)cc1	x	-2	-7	3	-1	3	-12
O=C(O)C(Cc1ccnc2ccccc12)=NO	28	8	x	-19	1	-30	2
CCOc1ccc(CCNC(=O)Cn2ncn3nc(-c4ccc(OC)cc4)cc3c2=O)cc1OCC	-14	-4	-5	3	1	-4	x
O=[N+]([O-])C(=C1Nc2ccccc2N1)/C(Cl)=C(/Cl)Br	7	x	8	61*	x	x	x
Cc1ccc(C)c(N2N=C(C(=O)Nc3nccs3)CCC2=O)c1	16	-4	19	4	-3	0	3
CCCn1c(N)c(N(CCOC)C(=O)C(C)Oc2ccc(F)cc2)c(=O)[nH]c1=O (configuration not stated)	1	0	-7	-2	0	-2	0
O=Cc1c(NCc2ccccc2)c2ccccc2[nH]c1=O	19	8	1	-1	1	2	2
CC(O)(CS(=O)(=O)Cc1ccccc1)c1ccc(Cl)cc1 (configuration not stated)	1	0	-6	-10	-2	-2	-12
C[C@H]1CN([C@@H](C)CO)C(=O)c2ccccc2-c2ccccc2CO[C@H]1CN(C)S(=O)(=O)c1cn(C)cn1	8	1	17	33	1	-5	-6
Cc1cc(C)nc(SCC(=O)Nc2nccs2)n1	-3	5	2	-3	-3	-7	1
CCOC(=O)C1(Cc2ccccc2)CCN(Cc2cc(OC)c3c(c2)OCO3)CC1	26	-7	21	1	-3	-1	-1
Nn1c(SCc2cn3cc(Cl)ccc3n2)nnc1-c1ccncc1	x	-5	-5	-5	3	3	1
Cc1csc(SCC(=O)NC(=O)c2ccccc2)n1	-13	5	x	-6	1	-5	2
CC(=O)Nc1ccc(S(=O)(=O)N2CCN(S(=O)(=O)c3ccc(NC(C)=O)cc3)CC2)cc1	-4	-3	-5	6	1	-3	11
CO[C@@H]1CN(C)C(=O)c2ccc(NC(C)=O)cc2OC[C@H](C)N(CC2CCCCC2)C[C@H]1C	-11	-3	-6	5	-2	-1	-4
Cc1ccc(C(=O)Nc2ccc(N3CCN(C(=O)c4cccs4)CC3)cc2)c(Cl)c1	-20	-1	47	-3	-2	0	-12
Cc1ccc(S(=O)(=O)N[C@H]2CC[C@@H](CCNC(=O)C3CCOCC3)O[C@@H]2CO)cc1	10	8	-2	-5	-3	0	6
CCCNC(=O)C[C@@H]1CC[C@@H]2[C@H](COC[C@@H](O)CN2C(=O)Nc2c(C)noc2C)O1	8	9	3	15	-1	-1	7
C[C@H]1CN([C@@H](C)CO)C(=O)c2ccccc2-c2ccccc2CO[C@H]1CN(C)S(=O)(=O)c1ccccc1	12	1	x	-8	-1	-6	-6

# Other compounds:
mol	LGR2 antag	DENV2 CPE	PAX8 reporter	ARNT TACC3 PPI	Casp6 inh	SIRT5 block	EWS-Fli block
O=C(/C=C/c1ccc(OCCCF)cc1)N1CCOCC1	-30	-3	-46	-7	1	0	-55
CC1CCCCN1Cc1ccc(N(C)C)cc1 (configuration not stated)	2	-2	x	-99	-5	3	0
CC(C(=O)Nc1ccccc1)C(=O)Nc1ccccc1	x	-9	27	-1	-1	-5	9
COc1ccc(NC(=O)N(C)C[C@@H]2OCCCC[C@H](C)Oc3ccc(NC(=O)NC(C)C)cc3C(=O)N([C@H](C)CO)C[C@@H]2C)cc1	-1	-1	7	-8	0	1	-8
Cc1ccc(C(=O)N2CCCC(c3ccccc3)=N2)cc1	-17	2	9	1	x	0	-7
Cc1noc(C)c1NC(=O)Nc1ccc2c(c1)C(=O)N([C@@H](C)CO)C[C@H](C)[C@@H](CN(C)Cc1ccc3c(c1)OCO3)O2	-5	x	-7	-3	-3	-1	-14
CN(CC(=O)Nc1ccccc1Cl)C(=O)CCSc1ccc(F)cc1	19	0	-9	-4	1	1	1
Cc1cnc(NC(=O)c2cccc(S(=O)(=O)N3CCOCC3)c2)s1	-20	u	-13	x	-2	3	3
CN(C(=O)CSc1nnc(-c2ccc(Cl)cc2)n1CC1CCCO1)C1CCS(=O)(=O)C1 (configuration not stated)	13	-3	0	-1	0	1	0
C[C@H](CO)N1C[C@H](C)[C@H](CN(C)C(=O)NC2CCCCC2)Oc2ccc(NC(=O)Cn3cnnn3)cc2CC1=O	-13	-3	-26	-2	-1	9	1
CCCCn1c(N)c(N(CC(C)C)C(=O)c2cc(-c3ccc(OC)c(OC)c3)nc3ccccc23)c(=O)[nH]c1=O	7	-4	12	-1	3	9	3
CCCNC(=O)c1cccc(NC(=O)C(C)C)c1	15	-1	1	6	0	-5	2
COc1ccc(NS(=O)(=O)c2cc(NC(=O)c3cnc(C)cn3)ccc2N2CCCCC2)cc1	-5	x	-1	2	x	x	x
CS(=O)(=O)N(CC(=O)NCC1CCCO1)c1cccc([N+](=O)[O-])c1 (configuration not stated)	10	-2	-9	-4	1	-1	10
CN(C(=O)CSc1nc2sc3c(c2c(=O)n1C)CCC3)C1CCS(=O)(=O)C1 (configuration not stated)	-9	-4	1	-4	3	1	5
O=[N+]([O-])c1ccc(Oc2ncccn2)cc1	-4	2	3	x	-2	-1	-12
CCOC(=O)N1CCN(C(=O)CSc2nnc(-c3cccs3)o2)CC1	2	-6	10	x	2	x	-2
C[C@@H]1CN([C@H](C)CO)C(=O)c2cc(NC(=O)C3CC3)ccc2O[C@H]1CN(C)S(=O)(=O)c1ccccc1	-8	-4	6	-12	-2	6	-5
O=C(NCc1ccc(OC(F)(F)F)cc1)C1CC(c2c(Cl)cccc2Cl)=NO1 (configuration not stated)	-20	-12	-12	0	1	x	-9
O=C(CCN1CCN(c2ccccc2)CC1)Nc1ccccc1	-1	2	-3	1	0	-2	-9
Cn1cnnc1SCC(=O)NC(=O)NCc1ccccc1	10	-3	10	x	1	-1	0
CCOC(=O)C(=O)C1=CN(Cc2ccccc2)C=C(C#N)C1	4	8	5	2	-2	2	2
CCCN1C[C@H](C)[C@H](OC)CN(C)C(=O)c2ccc(NS(=O)(=O)c3ccccc3)cc2OC[C@H]1C	-13	1	x	-10	0	0	6
Cc1ccc(S(=O)(=O)NCC(c2ccc3c(c2)OCO3)N2CCN(c3ccccc3)CC2)cc1 (configuration not stated)	-14	14	7	-3	-2	0	8
CCOCCOC(=O)C1=C(C)NC(=O)NC1c1ccc2c(c1)OCO2 (configuration not stated)	2	2	4	2	-2	-2	-1
O=C(CNC(=O)c1ccc2c(c1)OCCO2)N=Nc1c(O)[nH]c2ccccc12	1	-3	12	0	4	-4	-3
Cc1cc(Br)c(NC(=O)C(C)Sc2nnnn2C)c(Br)c1 (configuration not stated)	-6	10	30	1	-3	-4	-2
Cc1ccc(S(=O)(=O)Nc2ccc3c(c2)CC(=O)N([C@H](C)CO)C[C@@H](C)[C@H](CN(C)Cc2ccccc2)O3)cc1	-16	15	-22	-5	6	1	-6
CCCN(C)C[C@H]1Oc2ncc(C#CC3CCCCC3)cc2C(=O)N([C@H](C)CO)C[C@H]1C	-2	-1	x	0	0	3	12
CCCCn1c(=O)[nH]c(=O)c2c1nc(-c1ccc([N+](=O)[O-])cc1)n2CC	-4	-7	2	-2	2	0	5

# Screening data (PubChem)
